Assay outcomes from PubChem BioAssay.
CRE Fsk mod: Cell signaling CRE-BLA (Fsk stim); CHO CRE-bla reporter (cAMP response element driving beta-lactamase), forskolin EC10, beta-lactamase ratio; Potency, µM (top dose mostly 38.2 µM), without a hit: at the highest dose activity change, negative = inhibition, actives largely listed as activators; 71,000 compounds, 2.5% hits; AID 662, 2007; active means well fitted activation curve with a large enough effect in the signal ratio, with a control signal flat, not every such curve was filed as active; inconclusive means small, poorly fitted or top-dose-only effect, or effect the other way, or a change in a side signal; the % refers to the signal ratio; further: potency means the concentration at half of the fitted maximal effect; % of control where 0% means no effect
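Cells were plated overnight at 37 °C, exposed to compound titrations plus EC10 NKH 477 for 3 h, then given CCF4 dye for 2 h at room temperature. Blue/green (460/530 nm) ratio was converted to %Activity and AC50 values calculated.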
Rhodamine autofl: qHTS Assay for Spectroscopic Profiling in Rhodamine Spectral Region. max dye-equivalent concentration, M. Rhodamine-region fluorescence, 547/598 nm, Tris buffer; stronger effect = higher value. 59,000 compounds, 0.05% hits; in the data active means max dye-equivalent concentration above about 11 nM; inconclusive means between about 1.1 nM and that limit
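Read-out is relative fluorescence at 547 nm excitation and 598 nm emission, expressed as dye-equivalent concentration using rhodamine standards on every plate. Each compound was profiled across a concentration series after 15 min in 100 mM Tris, pH 8.0.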
Luciferase inh: qHTS Assay for Inhibitors of Firefly Luciferase; purified firefly luciferase, luminescence, 8 min; Potency, µM (series often up to 57.1 µM), for inactives: at the highest dose activity change, negative = inhibition, hits mostly inhibitors; 72,000 compounds, 2.2% hits; AID 411, 2009; further: potency means the concentration at half of the fitted maximal effect; on the % scale 0 is the no-effect control and ±100 the full control effect; nearly all actives have a fitted effect of over 40% in size
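Firefly luciferase (PKLight detection mix) with 10 uM ATP in pH 7.2 imidazole buffer (KCl, MgCl2, Tween 20, BSA). Compounds tested across a concentration series (qHTS). Luminescence read after 8 min at ambient temperature.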
Texas Red fluor: qHTS Assay for Spectroscopic Profiling in Texas Red Spectral Region. AID 587, 2007. Compound fluorescence, Texas Red channel, 547/618 nm; stronger effect = higher value. max dye-equivalent concentration, M. 59,000 compounds, 0.06% hits; in the data active means max dye-equivalent concentration above about 10 nM; inconclusive means between about 1.1 nM and that limit
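Texas Red-region profiling: compounds in 100 mM Tris pH 8.0 were read at 547/618 nm after 15 min at room temperature. Intensities were normalized against a six-point Texas Red standard series to give dye-equivalent concentration.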
HBB splice mod: qHTS Assay for Modulators of Hemoglobin Beta Chain Splicing; HBB splicing reporter cell assay, activation; EGFP reporter with mutant IVS2-654 intron; response scale: normalised to 500 nM splice-correcting PNA; Potency, µM (series often up to 46.1 µM), without a hit: top-dose activation, most hits filed as activators; 65,000 compounds, 0.06% hits; AID 925, 2007; further: potency means the concentration at half of the fitted maximal effect; 0% is about no effect
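Compounds were applied for 2 days to HeLa EGFP-654 cells, 500/well in Optimem with 2% FCS. The reporter's EGFP is disrupted by mis-splicing of beta-globin intron IVS2-654. Readout: summed well GFP fluorescence from 488 nm laser scanning; reference was 500 nM antisense […] 654 PNA.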
HADH2 inh: qHTS Assay for Inhibitors of HADH2 (Hydroxyacyl-Coenzyme A Dehydrogenase, Type II); 3-hydroxyacyl-CoA dehydrogenase type-2 (Homo sapiens), Q99714; recombinant HADH2, NADH fluorescence, beta-hydroxybutyryl-CoA; Potency, µM (titrated, usually from 57.1 µM), without a hit: top-dose activity change, negative = inhibition, hits mostly inhibitors; 73,000 compounds, 3.4% hits; AID 886, 2007; further: potency means the concentration at half of the fitted maximal effect; on the % scale 0 is the no-effect control and ±100 the full control effect; nearly all actives have a fitted effect of over 60% in size; many of its hits are not listed in these tables
Target sequence (Q99714 whole entry, looked up, one chain of several): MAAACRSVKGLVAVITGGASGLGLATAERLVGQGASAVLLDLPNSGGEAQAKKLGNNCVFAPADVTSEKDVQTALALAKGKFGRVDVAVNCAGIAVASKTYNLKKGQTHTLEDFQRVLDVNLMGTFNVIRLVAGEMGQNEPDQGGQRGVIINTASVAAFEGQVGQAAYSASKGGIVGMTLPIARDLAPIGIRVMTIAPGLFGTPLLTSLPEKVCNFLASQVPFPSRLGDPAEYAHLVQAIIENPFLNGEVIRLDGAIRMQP
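Read-out: 360 nm excitation, 450 nm emission, kinetic over 4 min. Conditions: His-tagged human HADH2 20 nM, pH 9.0 Tris with Tween-20, 1 mM NAD+, 90 uM beta-hydroxybutyryl-CoA.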
ALOX15 inhib: qHTS Assay for Inhibitors of 15-hLO (15-human lipoxygenase); Polyunsaturated fatty acid lipoxygenase ALOX15 (Homo sapiens), P16050; 74,000 compounds, 1.4% hits; purified 15hLO-1, xylenol orange hydroperoxide absorbance; Potency, µM (titrated, usually from 57.1 µM), without a hit: at the highest dose activity change, negative = inhibition, hits mostly inhibitors; further: potency means the concentration at half of the fitted maximal effect; on the % scale 0 is the no-effect control and ±100 the full control effect; nearly all actives have a fitted effect of over 55% in size
Target sequence (P16050 whole entry, looked up): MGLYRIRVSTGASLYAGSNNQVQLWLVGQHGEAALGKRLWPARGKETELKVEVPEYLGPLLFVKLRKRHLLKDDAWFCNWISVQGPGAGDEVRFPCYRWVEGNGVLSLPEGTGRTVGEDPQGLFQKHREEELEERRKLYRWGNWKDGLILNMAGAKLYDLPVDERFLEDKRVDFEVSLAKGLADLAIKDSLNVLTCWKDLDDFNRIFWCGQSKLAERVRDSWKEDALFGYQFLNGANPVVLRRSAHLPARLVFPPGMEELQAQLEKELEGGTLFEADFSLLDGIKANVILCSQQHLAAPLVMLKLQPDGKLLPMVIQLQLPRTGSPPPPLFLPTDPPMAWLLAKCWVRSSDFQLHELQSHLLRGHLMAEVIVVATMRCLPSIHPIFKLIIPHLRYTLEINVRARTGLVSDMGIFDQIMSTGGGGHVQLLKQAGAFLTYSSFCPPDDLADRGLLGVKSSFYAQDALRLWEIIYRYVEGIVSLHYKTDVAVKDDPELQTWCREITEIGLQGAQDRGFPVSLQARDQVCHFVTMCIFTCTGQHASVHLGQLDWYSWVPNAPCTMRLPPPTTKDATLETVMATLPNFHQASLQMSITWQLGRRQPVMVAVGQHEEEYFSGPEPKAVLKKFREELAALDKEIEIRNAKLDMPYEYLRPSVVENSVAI
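Purified human 15hLO-1 (40 nM) in 25 mM Hepes pH 7.5, 0.01% Triton X-100, preincubated 15 min RT with compound, then 50 uM arachidonic acid for 6 min. Hydroperoxide read by ferrous/xylenol orange, 30 min; 573/405 nm absorbance ratio gave progress.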
Hsp90 Hop PPI: qHTS Assay for Disrupters of an Hsp90 Co-Chaperone Interaction; 71,000 compounds, 0.44% hits; AID 595, 2007; AlphaScreen TPR2A-His6 binding biotin-Hsp90 C-terminal peptide; Hsp90 C-terminal peptide / TPR2A (Hop) interaction, human; Potency, µM (top dose mostly 57 µM), for inactives: at the highest dose activity change, negative = inhibition; active means well fitted curve in either direction with a large enough effect; inconclusive means small, poorly fitted or top-dose-only effect, or another doubt; further: potency means the concentration at half of the fitted maximal effect; on the % scale 0 is the no-effect control and ±100 the full control effect; many of its hits are not listed in these tables
Tau filament bind: qHTS Assay for Tau Filament Binding. Potency, µM (doses to about 57.1 µM), for the others: top-dose activity change, negative = inhibition. recombinant tau filaments, thioflavin S fluorescence, 15 h; filaments grown with octadecylsulfate alongside compound. AID 596, 2007. 71,000 compounds, 2% hits;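 further: potency means the concentration at half of the fitted maximal effect; on the % scale 0 is the no-effect control and ±100 the full control effect; actives lower thioflavin S fluorescence by blocking filaments or displacing dye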
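Tau 2 uM in ThS buffer dispensed; compound added; 60 uM ODS added (finals 1 uM tau, 30 uM ODS); 15 h 37 C; fluor ex450/em510.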
DNA Pol III inh: qHTS Assay for Inhibitors of DNA Polymerase III Holoenzyme System; reconstituted DNA polymerase III holoenzyme replication, biochemical; Potency, µM (series often up to 57.1 µM), inactives show at the top dose activity change, negative = inhibition; 71,000 compounds, 0.25% hits; AID 603, 2007; further: potency means the concentration at half of the fitted maximal effect; on the % scale 0 is the no-effect control and ±100 the full control effect
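Reconstituted *E. coli* holoenzyme (0.35 nM Pol III, 1 nM beta, 154 nM SSB, 2 nM primase) was preincubated with compound for 15 min at RT. Synthesis on 1.4 nM ssM13Gori ran 35 min, then was stopped with PicoGreen/EDTA and read as dsDNA fluorescence.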
ERK AVP block: qHTS Assay for Inhibitors of the ERK Signaling Pathway using a Homogeneous Screening Assay; Potency, µM (doses to about 57.5 µM), for the others: at the top dose activity, negative = inhibition, actives largely listed as inhibitors; HEK293-V1b, vasopressin-stimulated pERK AlphaScreen; AID 995, 2007; 72,000 compounds, 0.99% hits; further: potency means the concentration at half of the fitted maximal effect; on the % scale 0 is the no-effect control and ±100 the full control effect; nearly all actives have a fitted effect of over 55% in size
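HEK293 cells stably expressing V1b receptor, seeded overnight in 1% FBS, were treated with compounds for 30 min at 37C, then stimulated 5 min with 25 nM vasopressin; phospho-ERK read by AlphaScreen SureFire after lysis.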
Active calls of the source: *; i = inactive; ? = inconclusive; · = not tested or not shown; & = joins results of further samples; [ ] = dose if it differs, or a comment. Unless noted, the call rests on the fitted dose curve; in most records, active means well fitted curve in the direction sought with a large enough effect; inconclusive means small, poorly fitted or top-dose-only effect, or another doubt; inactive means no such curve, though single readings can be large; an effect the other way counts as inactive or inconclusive.

SMILES | CRE Fsk mod | Rhodamine autofl | Luciferase inh | Texas Red fluor | HBB splice mod | HADH2 inh | ALOX15 inhib | Hsp90 Hop PPI | Tau filament bind | DNA Pol III inh | ERK AVP block
O=C(O)C1CCCCC1C(=O)NC1CCCCC1 (stereo not given) | -5% | i | 0% | i | 1.8% | -16% | 8% | -5% | 3% | -4% | -26%
CCOC(=O)C1CCN(S(=O)(=O)c2c(C)[nH]c(=O)[nH]c2=O)CC1 | -1% | i | 1% | i | -2.0% | 7% | 6% | -3% | -1% | -2% | 4%
CCOc1ccc(C(=O)Nc2c3c(nn2-c2ccc(C)cc2)CS(=O)C3)cc1OCC (stereo not given) | ? | · | 5% | · | -0.4% | 3% | -1% | -1% | -2% | -3% | -8%
CCn1c(=O)c2c(nc(SCC(=O)NCC3CCCO3)n2C)n(C)c1=O (stereo not given) | 9% | i | -1% | i | · | 2% | -4% | -2% | 0% | 0% | -24%
O=C1CC(N2CCN(c3ccccc3Cl)CC2)C(=O)N1c1ccc(F)cc1 (stereo not given) | -2%[7.6 µM] | · | -4% | · | -4.0%[0.0738 µM] | 7%[11.4 µM] | 2%[11.4 µM] | -6%[11 µM] | ? | 3%[11.4 µM] | 2%
CCn1nnnc1SCC(=O)N1c2ccccc2CCc2ccccc21 | -6% | i | -7% | i | -0.2%[57.5 µM] | 13% | 11% | -2% | 1% | 0% | -18%
CCOC(=O)Cn1c(CN2CCOCC2)nc2c1c(=O)[nH]c(=O)n2C | -2% | · | 2% | · | 0.8% | -4% | -3% | 0% | -3% | -3% | ·
COC(=O)C1=C(C)Nc2nnnn2C1c1ccco1 (stereo not given) | 25% | i | -1% | ? | 0.9% | -2% | 2% | -2% | -1% | -7% | -21%
COc1ccc(C(=O)NC(=O)CSc2nnc(-c3ccco3)n2-c2ccccc2)cc1 | ? | i | 1% | i | -0.1% | -5% | 9% | -4% | i | 5% | 6%
N#CCn1nnc(-c2ccc3c(c2)OCO3)n1 | -5% | · | 0% | · | 3.2% | -1% | -14% | -4% | -12% | -1% | 4%
CCOCC(=O)Nc1ccccc1C(=O)OCC | 19% | i | 1% | i | 4.9% | ? | -11% | 1% | 2% | -2% | -21%
CC(Sc1nc2ccccc2o1)C(=O)O (stereo not given) | ? | i | -3% | i | -2.7% | -21% | -3% | 2% | -4% | 36% | -1%
COc1cc2c3c(c1)/C(=C1/SC(NC(C)=O)=NC1=O)C(=O)N3C(C)(C)C=C2C | ? | i | 3% | ? | -1.6% | ? | -20% | 25µM* | -16% | 1% | 26%
COc1ccc(N(C(=O)C2CCCCC2)C2C=CS(=O)(=O)C2)c(OC)c1 (stereo not given) | 1% | i | 1% | i | 0.2% | 3% | -8% | 2% | -11% | -1% | -3%
O=C(CSc1nnc(CNc2ccc(F)cc2)n1Cc1ccccc1)N1CCOCC1 | -9% | i | 0% | i | 0.0%[57.5 µM] | -2% | 8% | -4% | 1% | -5% | 16%
CCOc1ccc(N2C(=O)c3ccc(C(=O)OCc4c(C)noc4C)cc3C2=O)cc1 | ? | i | 5% | i | -1.9% | 12% | 7% | -3% | -7% | -3% | 1%
Cc1ccc(N2CC(C(=O)Nc3nnc(C(C)C)s3)CC2=O)cc1 (stereo not given) | -1% | i | 0% | ? | · | -1% | 4% | 0% | -7% | -4% | 15%
COC(=O)c1cc(NC(=O)C2COc3ccccc3O2)ccc1Cl (stereo not given) | 7% | i | -1% | i | -1.0% | 1% | -8% | 8% | 0% | -3% | -26%
O=C(O)c1ccccc1Nc1cccc(OCc2ccc3ccccc3n2)c1 | ? | i | 3%&0% | i | 0.2% | ? | -25% | 12%&-9% | ? | -2%&1% | ?
CCOC(=O)N1CCC(NC(=O)CC(NS(=O)(=O)c2ccc(Cl)cc2)c2ccco2)CC1 (stereo not given) | -21% | i | -1% | i | 0.5% | 5% | 6% | -1% | 0% | -4% | 21%
O=C(CN(CCc1ccccc1)C(=O)CNS(=O)(=O)c1ccccc1)NCc1ccco1 | -6% | i | 2% | i | · | 12% | 4% | -5% | -5% | 1% | -15%
Clc1ccccc1-c1nnc2sc(-c3ccncc3)nn12 | 16% | · | 5% | · | 0.2% | -22% | -2% | -2% | -9% | -13% | ·
CCCC(C(=O)NC1CCCC1)N(C(=O)Cn1nnc(-c2ccc(C)o2)n1)c1ccccc1OC (stereo not given) | 6% | i | 2% | i | -0.2%[57.5 µM] | 6% | 1% | -5% | -8% | 0% | -16%
COc1ccccc1NC(=O)N(Cc1cc2cc(OC)c(OC)cc2[nH]c1=O)CC1CCCO1 (stereo not given) | ? | i | -3% | i | · | ? | 5% | -8% | -6% | -5% | -22%
COc1ccc(OC)c(-c2cc(C(=O)Nc3cccc(Cl)c3)no2)c1 | ? | i | -8% | i | -1.2% | 32µM* | -5% | 14% | i | -1% | 16%
SMILES | CRE Fsk mod | Rhodamine autofl | Luciferase inh | Texas Red fluor | HBB splice mod | HADH2 inh | ALOX15 inhib | Hsp90 Hop PPI | Tau filament bind | DNA Pol III inh | ERK AVP block
CCn1c(O)c(C2=NCCCC2)c2ccccc21 | 14% | · | -2% | · | 1.1% | 2% | -7% | -15% | -23% | 0% | ?
COc1cc2c(cc1NC(=O)CSc1nnnn1-c1ccccc1)oc1ccccc12 | 28% | i | 3% | ? | -2.8% | -2% | -5% | -2% | ? | -2% | -9%
Cc1ccc(-n2ncc3c(=O)n(CC(=O)NCc4ccco4)cnc32)cc1C | 4% | · | 0% | · | 2.6% | 23% | -8% | 1% | 285% | -5% | ·
COc1cccc(C(=O)Nc2ccccc2N2CCOCC2)c1 | 15% | i | -2% | ? | -2.7% | -8% | -1% | 1% | -7% | -7% | 5%
CCN(CCCNC(=O)Cn1ncc2c(=O)oc3ccccc3c21)c1cccc(C)c1 | -5% | · | 1% | · | 0.4% | -2% | -4% | -5%[2.3 µM] | 50% | -1% | -28%
CCOC(=O)c1[nH]c(C)c(C)c1C | 9% | i | 2% | i | 7.2% | 0% | 10% | -8% | 2% | 0% | -9%
COc1cccc(C(=O)Nc2ccc(NC(=O)C(C)(C)C)cn2)c1 | 0% | i | 4µM* | ? | -0.2%[57.5 µM] | -7% | -2% | 1% | -6% | -4% | -3%
CCCc1nc2c(nnn2Cc2ccccc2)c(=O)[nH]1 | 16% | i | -1% | ? | -0.9% | 1% | -1% | -2% | -9% | -2% | -28%
COc1ccc(-n2c(=O)c(-c3cccs3)nc3cncnc32)cc1 | 3.2µM* | i | 1%[11.4 µM] | i | 1.1% | -9% | -2% | -5% | 8% | 0% | -19%
Cc1c(Br)c(C(F)(F)F)nn1CC(=O)NCCN1CCOCC1 | -3% | · | 0% | · | 1.1%[9.22 µM] | 5% | -1% | -4% | 6% | -4% | 22%
COc1ccc(N2Cc3cccc(C(=O)N4CCOCC4)c3C2=O)cc1 | ? | i | -1% | i | -4.2% | -1% | 5% | -7% | 7% | 1% | 29%
O=C(c1ccccc1)N1CCN(C(=O)C23CC4CC(CC(C4)C2)C3)CC1 | -11% | i | 8% | i | 0.7% | -4% | 5% | -2% | 5% | -3% | 1%
Cc1onc(-c2c(F)cccc2Cl)c1C(=O)NCCc1ccc(S(N)(=O)=O)cc1 | ? | i | 0% | ? | 2.0% | 6% | -1% | 0% | 12% | -7% | -27%

Single records, as listed above. Screens in order: CRE Fsk mod | Rhodamine autofl | Luciferase inh | Texas Red fluor | HBB splice mod | HADH2 inh | ALOX15 inhib | Hsp90 Hop PPI | Tau filament bind | DNA Pol III inh | ERK AVP block
CCn1c(O)c(C2=NCCCC2)c2ccccc21 is listed with 14% | · | -2% | · | 1.1% | 2% | -7% | -15% | -23% | 0% | ?
COc1cccc(C(=O)Nc2ccccc2N2CCOCC2)c1 is listed with 15% | i | -2% | ? | -2.7% | -8% | -1% | 1% | -7% | -7% | 5%

Some of the compounds tested; rates above refer to the full screens.
